Source: PubChem BioAssay (The Scripps Research Institute Molecular Screening Center)
core dimer inh = HCV core protein dimerization inhibition; TR-FRET GST/Flag-core106 dimerization, 1536-well; inhibition, % at 5 µM; hit rate 0.33% among 300,000; AID 1899;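 active means inhibition above the mean of all tested compounds plus 3 SD, set per screening campaign, cut at about 45% in these data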
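Assay system: Tagged HCV core106 pair (GST and Flag) | Buffer or medium: KF-containing HEPES buffer, pH 7.45, DTT, CHAPS, BSA | Also added: Eu donor and XL665 acceptor anti-tag antibodies | Dosing: One concentration, 5 µM, in 0.5% DMSO | Timing: 4 h at 22.5 °C | Technique: TR-FRET 671 and 617 nm emission | Repeats: Singlicate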
PP1 inh = blocks human PP1-alpha phosphatase, a PP5 counter-screen | P62136 | purified PP1alpha, OMFP fluorescence | inhibition, % at 6.7 µM | hit rate 0.9% among 320,000 | AID 2235;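 active means inhibition above the mean inhibition of all tested compounds plus 3 SD, computed separately for each screening campaign, cut at about 15% in these data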
Target sequence (P62136 whole entry, looked up): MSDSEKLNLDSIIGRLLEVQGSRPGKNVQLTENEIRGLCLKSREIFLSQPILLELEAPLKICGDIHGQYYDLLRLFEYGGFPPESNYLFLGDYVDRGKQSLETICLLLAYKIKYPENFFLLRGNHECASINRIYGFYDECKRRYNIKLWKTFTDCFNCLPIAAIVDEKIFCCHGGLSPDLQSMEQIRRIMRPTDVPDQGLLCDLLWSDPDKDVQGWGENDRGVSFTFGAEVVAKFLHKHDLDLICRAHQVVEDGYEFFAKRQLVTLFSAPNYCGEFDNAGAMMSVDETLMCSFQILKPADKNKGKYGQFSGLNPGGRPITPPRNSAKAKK
proCasp3 act = activates human procaspase-3; activation, % at 8.5 µM; hit rate 0.11% among 330,000; P42574; recombinant procaspase-3 D3A, Ac-DEVD-pNA absorbance 405 nm; AID 463141;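 active means activation above the mean of all tested compounds plus 3 SD, cut at about 21% in these data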;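 further: 0% = DMSO alone and 100% = DMSO wells spiked with extra 5 µM PC-3 D3A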
Target sequence (P42574 whole entry D9A/D28A/D175A): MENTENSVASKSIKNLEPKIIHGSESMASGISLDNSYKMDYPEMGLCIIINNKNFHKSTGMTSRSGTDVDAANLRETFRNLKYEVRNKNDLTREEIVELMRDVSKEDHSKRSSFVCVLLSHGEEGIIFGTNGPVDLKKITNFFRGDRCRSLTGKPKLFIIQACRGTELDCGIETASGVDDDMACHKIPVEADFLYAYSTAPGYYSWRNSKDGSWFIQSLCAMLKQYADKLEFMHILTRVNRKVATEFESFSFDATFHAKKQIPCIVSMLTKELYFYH
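Assay system – Procaspase-3 D3A mutant, all three cleavage aspartates alanine · Controls – DMSO-only low control, 5 µM PC-3 D3A high control · Schedule – 1 h compound preincubation, 2 h substrate hydrolysis at 25 °C · Signal – 405 nm absorbance of p-nitroaniline, reads at 0 and 120 min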
TPT1 inh = blocks Candida albicans tRNA 2'-phosphotransferase; recombinant caTPT1, FP RNA substrate dephosphorylation; inhibition, % at 5 µM; hit rate 0.81% among 300,000; AID 1962;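 active means inhibition above the mean of all tested compounds plus 3 SD, set per screening campaign, cut at about 24% in these data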;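 further: plate controls were DMSO alone for no effect and ferristatin control at 100 nM for full effect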
PAFAH2 FP inh = PAFAH2 (human) inhibition; Q99487; recombinant PAFAH2, FP-rhodamine activity probe, fluorescence polarization; AID 492956; hit rate 0.99% among 340,000; inhibition, % at 3.39 µM;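 active means inhibition above the mean over all tested compounds plus 3 SD, cut at about 30% in these data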;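 further: inhibitors block probe labeling of enzyme so polarization drops; 0% = enzyme with DMSO and 100% = wells lacking PAFAH2 protein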
AHR act = activates the human aryl hydrocarbon receptor; AHR-responsive luciferase reporter cells, luminescence; activation, % at 5 µM; hit rate 2.5% among 320,000; in the data active means activation above about 47%;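 further: 0% = vehicle wells and 100% = reference agonist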
CTSL1 counter = cathepsin L1 inhibition, PFM18AAP counter-screen; recombinant F. hepatica cathepsin L1, Z-Leu-Arg-MCA fluorescence; hit rate 0.49% among 300,000; inhibition, % at 5.96 µM;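 active means inhibition above the mean of all tested compounds plus 3 SD, set per screening campaign, cut at about 17% in these data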;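 further: 0% = plate median of test compound wells and 100% = 1 µM Z-Phe-Ala-diazomethylketone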
proCasp7 act = counter-screen for procaspase-3 activators: activators of human procaspase-7 | activation, % at 8.5 µM | hit rate 0.093% among 330,000 | AID 463210 | recombinant procaspase-7, Ac-DEVD-pNA absorbance 405 nm; D23A/D198A/D206A triple mutant, cannot self-cleave; scale: DMSO 0, 5 µM enzyme 100 | P55210;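 active means percent activation above the screen-wide mean plus 3 SD, cut at about 25% in these data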
Target sequence (P55210 whole entry D23A/D198A/D206A): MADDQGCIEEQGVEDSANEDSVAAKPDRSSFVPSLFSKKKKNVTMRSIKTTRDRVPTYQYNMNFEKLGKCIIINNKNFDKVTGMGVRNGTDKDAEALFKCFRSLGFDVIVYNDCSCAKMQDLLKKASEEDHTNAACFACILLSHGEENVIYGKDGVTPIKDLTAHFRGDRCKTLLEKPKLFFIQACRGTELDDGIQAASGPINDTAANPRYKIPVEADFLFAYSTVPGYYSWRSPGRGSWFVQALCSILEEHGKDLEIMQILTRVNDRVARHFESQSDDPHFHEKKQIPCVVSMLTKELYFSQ
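Test system: Procaspase-7 triple mutant (PC-7 D3A). Also added: Ac-DEVD-pNA substrate, 400 µM as added. Schedule: 1 h enzyme–compound preincubation and 2 h substrate reaction, both 25 °C. Signal: p-Nitroaniline absorbance at 405 nm, read at 0 and 120 min. Control set: low DMSO alone, high DMSO plus 5 µM PC-7.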
PP5 inh = blocks human protein phosphatase 5 activity. P53041. purified PP5c, OMFP substrate fluorescence. inhibition, % at 6.7 µM. hit rate 0.18% among 320,000;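 active means inhibition above the campaign's mean inhibition across all tested compounds plus 3 SD, cut at about 9.5% in these data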;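 further: 0% = DMSO only and 100% = 100 µM cantharidin control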
The depositor's hits bear a star; . = not tested or not shown.

canonical_smiles | core dimer inh | PP1 inh | proCasp3 act | TPT1 inh | PAFAH2 FP inh | AHR act | CTSL1 counter | proCasp7 act | PP5 inh
COc1cc(-c2nnc(-c3cccnc3)o2)cc(OC)c1OC | -2 | 4 | -3 | 0 | 6 | 20 | 1 | 5 | -0.2
O=C(O)c1ccc(CS(=O)(=O)c2cccc(C(F)(F)F)c2)o1 | 0 | -9 | -5 | -3 | -4 | -3 | -4 | 2 | 2.2
O=C1N=C(N2C=CC(=C3C=CNC=C3)C=C2)/C(=C/N=NC(=O)c2ccccc2O)S1 | -43 | 4 | -10 | -29 | 16 | 11 | 6 | -9 | 1.3
COc1ccc(/C=N/n2c(SC)nnc(C(C)(C)C)c2=O)cc1 | 6 | -4 | -3 | 1 | 1 | 2 | 3 | 10 | 0.9
COCCN(C(=S)Nc1cccc(Cl)c1C)C(C)c1ccco1 (stereo not given) | 0 | -3 | -1 | 0 | 12 | 1 | 7 | 4 | 2.3
CCc1nnc(SCC(=O)Nc2ccc(N3CCN(S(C)(=O)=O)CC3)cc2)o1 | 9 | 3 | 0 | -2 | 1 | -2 | -3 | 1 | 0.0
CCNS(=O)(=O)c1ccc(OC)c(C(=O)NC2CCCCC2)c1 | -4 | -4 | -8 | 3 | 8 | 1 | -1 | -7 | 2.3
CC(Sc1ncnc2sccc12)C(=O)Nc1ccc(S(N)(=O)=O)cc1 (stereo not given) | . | . | 5 | . | 6 | 1 | . | 1 | .
CSCCC(NC(=O)COc1ccccc1)C(=O)N(C)Cc1ccc(SC)cc1 (stereo not given) | . | -2 | 2 | . | 2 | 0 | . | -1 | 3.2
O=C(Cn1cc([N+](=O)[O-])cn1)N1CCN(Cc2ccc3c(c2)OCO3)CC1 | 6 | -2 | 3 | 2 | 2 | 0 | 0 | -5 | 1.1
CCCCNC(=S)NNC(=O)c1ccncc1 | 1 | 11 | 0 | -1 | 3 | -2 | -7 | -6 | -1.4
CCOC(=O)c1cc2sc(C)cc2n1CC(=O)N1CCc2ccccc21 | 5 | -4 | 5 | -1 | 2 | 2 | -5 | 10 | 1.0
CN(/N=C/c1ccc(N(C)C)cc1)C1=NS(=O)(=O)c2ccccc21 | -1 | -2 | 10 | -11 | -74 | -5 | 3 | 1 | 1.9
O=C(Oc1cccc(C(=S)N2CCOCC2)c1)c1ccc([N+](=O)[O-])cc1[N+](=O)[O-] | 2 | -1 | -11 | 1 | -5 | 0 | 4 | -7 | 2.1
O=C(NCSc1ccncn1)c1ccccc1 | -1 | 0 | -19 | 4 | -3 | 2 | 11 | -26 | 0.6
Cn1c(=O)[nH]c(=O)c2c1nc([N+](=O)[O-])n2Cc1ccccc1 | 3 | 1 | -4 | -3 | 0 | -2 | 2 | -2 | 4.2
CCOc1ccccc1NC(=O)COC(=O)CSc1ccc(Cl)cc1 | 3 | 4 | -6 | -1 | -2 | 0 | -10 | 3 | 3.8
O=C(Nc1cccc(F)c1)c1coc(=O)c(Br)c1 | 0 | -2 | 7 | 2 | -6 | 28 | 7 | -1 | -2.9
CC(=O)Oc1ccc(/C=N/NC(=O)c2ccc(N(C)S(=O)(=O)c3ccccc3)cc2)cc1 | -8 | 0 | 2 | 0 | -11 | 2 | -3 | 10 | 2.5
Cc1c(C(=O)N2CCN(c3ccc([N+](=O)[O-])cc3)CC2)sc2ncn(CC(=O)N3CCOCC3)c(=O)c12 | -14 | -2 | -19 | 1 | 3 | -2 | 9 | -24 | 0.3
Cn1c(=O)c(-c2ccccc2[N+](=O)[O-])c(Cl)c2ccccc21 | 3 | 2 | 6 | -3 | -2 | 2 | 6 | -9 | 0.1
COC(=O)c1c(C)oc(C)c1S(=O)(=O)N(C)C1CCCCC1 | -2 | -5 | -4 | -3 | . | -2 | 0 | -6 | 2.2
O=C(COC(=O)c1cc(=O)[nH]c2ccccc12)NCc1ccccc1 | . | . | 4 | . | 7 | 9 | . | -1 | .
O=C(CSc1nnnn1C1CCCCC1)N1CCCC1 | -1 | 0 | -6 | 1 | 3 | -1 | 0 | 7 | 1.3
COc1cccc(C2N=C(c3ccccc3C)NO2)c1OC (stereo not given) | 6 | -1 | 6 | 2 | 15 | 15 | 2 | 0 | 2.4

The final six records of the part above open the next one.
canonical_smiles | core dimer inh | PP1 inh | proCasp3 act | TPT1 inh | PAFAH2 FP inh | AHR act | CTSL1 counter | proCasp7 act | PP5 inh
Cc1c(C(=O)N2CCN(c3ccc([N+](=O)[O-])cc3)CC2)sc2ncn(CC(=O)N3CCOCC3)c(=O)c12 | -14 | -2 | -19 | 1 | 3 | -2 | 9 | -24 | 0.3
Cn1c(=O)c(-c2ccccc2[N+](=O)[O-])c(Cl)c2ccccc21 | 3 | 2 | 6 | -3 | -2 | 2 | 6 | -9 | 0.1
COC(=O)c1c(C)oc(C)c1S(=O)(=O)N(C)C1CCCCC1 | -2 | -5 | -4 | -3 | . | -2 | 0 | -6 | 2.2
O=C(COC(=O)c1cc(=O)[nH]c2ccccc12)NCc1ccccc1 | . | . | 4 | . | 7 | 9 | . | -1 | .
O=C(CSc1nnnn1C1CCCCC1)N1CCCC1 | -1 | 0 | -6 | 1 | 3 | -1 | 0 | 7 | 1.3
COc1cccc(C2N=C(c3ccccc3C)NO2)c1OC (stereo not given) | 6 | -1 | 6 | 2 | 15 | 15 | 2 | 0 | 2.4
Cc1ccc(C2N(c3cccc(Cl)c3)C(=O)N3CCCN23)cc1 (stereo not given) | 2 | -6 | 0 | 3 | 5 | 1 | 0 | -5 | -0.5
Cc1ccc(S(=O)(=O)CCC(=O)OCC(=O)Nc2cc(S(=O)(=O)N3CCOCC3)ccc2C)cc1 | -2 | -3 | -11 | -3 | -3 | -2 | -21 | 4 | -1.1
Cc1cccc(-n2ncc3c(=O)[nH]c(SCC(=O)N4CC(=O)Nc5ccccc54)nc32)c1 | . | -1 | 6 | . | -2 | 5 | . | 6 | 2.3
Cc1ccc(-c2nc(N3CCOCC3)sc2C(=O)N2CCCCC2)cc1 | -6 | -6 | 1 | 1 | 4 | 4 | 4 | 0 | 0.9
Cc1ccc(C(=O)C(C)OC(=O)CCS(=O)(=O)c2ccc(C)cc2)cc1 (stereo not given) | . | -4 | 1 | . | -3 | -1 | . | 2 | -1.0
CN(C)S(=O)(=O)c1ccc(Cl)c(NC(=O)CSc2nc3ccccc3c(=O)n2CCCN2CCOCC2)c1 | -1 | -2 | -1 | -1 | -3 | 2 | -2 | -2 | 1.8
COc1ccc(-n2nnc3c(SCC(=O)Nc4ccccc4F)ncnc32)cc1 | -10 | -7 | 2 | 7 | -2 | 1 | -1 | -7 | 3.1
Cc1ccccc1Nc1nc(N)nc(-c2oc3ccccc3c2C)n1 | 1 | 4 | 0 | 0 | . | -6 | 3 | 13 | 3.3
N#CC1=C(S)N(c2ccc(F)cc2)C(c2ccco2)NC1=O (stereo not given) | -2 | 0 | -16 | 1 | 3 | 1 | -1 | -6 | 2.3
Cc1ccc(-c2nc(CN(Cc3c(C)nn(C)c3C)C(C)C)c(C)o2)o1 | 3 | -9 | 3 | 2 | -4 | 1 | 0 | 9 | -2.7
Brc1cccc(CNCC2CCCO2)c1 (stereo not given) | 2 | 7 | 0 | 0 | 3 | 2 | -1 | 1 | 1.1
COc1cc(C(=O)OCC(=O)N2CCCC2)cc2c1OCCO2 | . | -6 | 9 | . | 2 | 1 | . | -5 | 1.6
COc1cccc(CN(C)C(=O)C2CC(=O)N(c3ccc4c(c3)OCCO4)C2)c1 (stereo not given) | 1 | -3 | -2 | -1 | -1 | 2 | 4 | 3 | 0.9
Cc1cc(C(=O)CN2C(=O)NC3(CCCc4ccccc43)C2=O)c(C)n1C (stereo not given) | 4 | -5 | 1 | 3 | 1 | 2 | -1 | 14 | -1.4
CC(C)CCNC(=O)Cc1ccccc1[N+](=O)[O-] | -2 | -3 | -9 | 1 | -2 | 13 | -3 | 2 | -1.5
Cc1ccc(S(=O)(=O)NCCc2ccncc2)cc1C | 2 | -1 | -3 | -1 | 2 | 7 | -2 | -2 | 3.4
Cc1ccc2sc(NNC(=O)C3COc4ccccc4O3)nc2c1C (stereo not given) | 1 | -8 | 2 | 0 | 2 | 137* | -3 | -13 | 5.7
Cc1cc([N+](=O)[O-])nn1CC(=O)N1N=C(C(F)F)CC1(O)C(F)F (stereo not given) | 0 | -2 | -3 | -2 | -4 | 4 | 2 | -1 | 0.3
CCOc1ccc(Br)cc1S(=O)(=O)Nc1cccc(S(=O)(=O)N(CC)CC)c1 | 5 | 6 | 3 | 3 | 3 | -1 | -1 | -10 | 2.5
Cc1ccc(NC(=O)CCC(=O)NNC(=O)c2ccco2)cc1C | 0 | 1 | 9 | -2 | -3 | 14 | -3 | -4 | 0.6
Cc1cc2oc(C(=O)N(Cc3ccco3)C3CCS(=O)(=O)C3)cc(=O)c2cc1Cl (stereo not given) | 0 | 0 | -2 | -2 | -3 | 9 | 8 | -3 | -0.6
O=C1Nc2ccccc2/C1=C/c1cnc(-c2ccccc2)[nH]1 | 48* | 35* | -11 | -31 | 12 | 73* | 1 | -2 | 2.1
CCOC(=O)C(C(=O)OCC)=C1OC(=O)c2ccccc21 | -7 | 1 | -5 | -3 | 9 | 1 | 2 | 7 | -1.6
CC(Nc1nc(-c2ccc(F)cc2)cs1)c1nc2cc(C(F)(F)F)ccc2n1CCOCCO (stereo not given) | -25 | -4 | 1 | 1 | 5 | 6 | 4 | -5 | -5.2
CCOc1ccc(C=NNc2ccc(S(=O)(=O)Nc3ccccc3C(=O)O)cc2[N+](=O)[O-])cc1OC | . | . | 2 | . | 29 | -1 | . | 5 | .
CCOC(=O)c1ccc(NC(=O)c2cc3ccccc3o2)cc1 | 12 | 2 | -4 | -2 | -2 | -1 | 0 | 11 | 4.2
CC(NC(=O)c1ccc(S(=O)(=O)C(F)F)cc1)c1ccccc1 (stereo not given) | 2 | -3 | 3 | 1 | -2 | -1 | 4 | 7 | -0.1
